ERb SRC1 inh: ER-beta (human) coactivator binding inhibition; Q92731; TR-FRET ER-beta LBD / SRC1-Cy5 peptide binding; receptor agonist-loaded with 1 µM estradiol; inhibition, % at 25.6 µM; actives 1.3% (n = 86,000); AID 633;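 active means compounds whose percent inhibition of the receptor-coactivator binding signal exceeds about 50% in the single-dose screen, limit read from the data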;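 further: 0% = receptor plus peptide wells without compound and 100% = peptide-only wells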
Target sequence (Q92731 whole entry, looked up, the tested form may be a part): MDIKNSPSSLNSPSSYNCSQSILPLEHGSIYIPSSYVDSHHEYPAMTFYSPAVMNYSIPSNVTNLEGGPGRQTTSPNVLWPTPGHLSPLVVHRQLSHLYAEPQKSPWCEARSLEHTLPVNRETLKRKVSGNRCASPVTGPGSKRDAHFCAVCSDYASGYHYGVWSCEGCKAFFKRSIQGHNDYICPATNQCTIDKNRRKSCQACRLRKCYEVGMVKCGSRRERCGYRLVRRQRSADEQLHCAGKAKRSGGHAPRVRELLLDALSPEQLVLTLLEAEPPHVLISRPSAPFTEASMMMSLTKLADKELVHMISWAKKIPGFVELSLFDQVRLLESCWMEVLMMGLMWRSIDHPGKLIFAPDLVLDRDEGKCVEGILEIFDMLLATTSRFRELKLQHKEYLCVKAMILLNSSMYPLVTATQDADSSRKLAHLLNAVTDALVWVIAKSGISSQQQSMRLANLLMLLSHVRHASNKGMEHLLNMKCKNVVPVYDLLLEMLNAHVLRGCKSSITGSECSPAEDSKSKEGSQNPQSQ
Mac1 fbg enh: increases human CD11b/CD18 adhesion to fibrinogen | P05107+P11215 | K562 CD11b/CD18 adhesion to fibrinogen, ATPlite luminescence | actives 0.07% (n = 93,000) | activation, % at 10 µM;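 active means 10 µM primary screen giving 50% or more activity, confirmed by 40% or more on retest at that dose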; further: strong numbers were not always called active; reference of the scale not given here
Candida biofilm: kills Candida albicans biofilms; C. albicans biofilm + clotrimazole, Alamar Blue; inhibition, % at 6 µM; actives 0.14% (n = 85,000); AID 834;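 active means inhibition above 20%; inactive means inhibition below 20%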;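 further: preformed 24 hr biofilms exposed to compound for 48 hr; 0% = biofilm without compound and 100% = blank killed by clotrimazole plus chlorhexidine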
Smad3 FoxH1 inh: blocks human Smad3 binding to FoxH1 peptide; AID 630; actives 0.29% (n = 88,000); TR-FRET Smad3/Dy647-FoxH1 peptide binding, europium anti-His; inhibition, % at 25 µM; P84022;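 active means compounds that reduce the energy-transfer binding signal between the protein and its labelled peptide by more than half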;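 further: 0% = Smad3 plus labelled peptide maximal FRET and 100% = peptide-only background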
ERa coact pot: ER-alpha (human) coactivator binding potentiation. P03372. AID 639. coactivator binding (% of control), % at 25.6 µM. actives 1.3% (n = 86,000). TR-FRET ERalpha-LBD/SRC-Cy5 coactivator binding, 2 h; 100 = basal binding, no effect; in the data active means activity above about 200%;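 further: binding measured in presence of low estradiol as agonist stimulus; 0% = peptide alone without receptor and 100% = receptor with peptide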
Target sequence (P03372 whole entry, looked up, the tested form may be a part): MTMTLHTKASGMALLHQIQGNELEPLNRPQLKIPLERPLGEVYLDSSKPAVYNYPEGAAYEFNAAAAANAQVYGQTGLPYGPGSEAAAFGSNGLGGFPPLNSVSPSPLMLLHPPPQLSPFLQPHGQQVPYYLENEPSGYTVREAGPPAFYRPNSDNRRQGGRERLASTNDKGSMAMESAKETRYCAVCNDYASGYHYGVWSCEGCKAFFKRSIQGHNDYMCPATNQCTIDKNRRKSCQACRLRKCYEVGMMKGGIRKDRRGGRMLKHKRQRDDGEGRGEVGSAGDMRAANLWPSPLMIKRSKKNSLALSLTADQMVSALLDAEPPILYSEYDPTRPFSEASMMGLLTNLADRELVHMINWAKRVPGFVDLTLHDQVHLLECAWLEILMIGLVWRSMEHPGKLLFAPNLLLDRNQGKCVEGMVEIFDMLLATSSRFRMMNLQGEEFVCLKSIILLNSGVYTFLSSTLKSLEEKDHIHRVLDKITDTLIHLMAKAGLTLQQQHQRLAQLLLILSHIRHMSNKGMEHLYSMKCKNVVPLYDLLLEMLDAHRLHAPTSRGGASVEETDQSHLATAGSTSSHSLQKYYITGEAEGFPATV
MT1-MMP txn act: MT1-MMP promoter transcription activation. HT1080 MT1-MMP promoter luciferase reporter, luminescence, overnight; hits give high values. activation factor at 10 µM. actives 0.16% (n = 86,000). AID 750;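 active means activation factor of at least 2 for MT1-MMP transcription at 10 µM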
CD11b adhes inh: CD11b/CD18-fibrinogen binding inhibition | P05107+P11215 | K562 CD11b/CD18 adhesion to fibrinogen, ATPlite luminescence; Mn2+ added to activate the integrin | inhibition, % at 10 µM | actives 0.54% (n = 93,000) | AID 1497;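 active means primary inhibition of 50% or more at 10 µM, then 40% or more on retest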; further: some results filed as inactive read as strong as hits
sEH act: activators of human soluble epoxide hydrolase | purified human sEH enzymatic activity, activator screen | actives 0.04% (n = 91,000) | AID 717 | P34913 | activation, % at 2 µM; in the data active means activation above about 37%; further: values of inactives mirror those of a sister screen read the other way
sEH inhibitor: blocks human soluble epoxide hydrolase activity. inhibition, % at 2 µM. recombinant human sEH enzymatic activity assay. actives 0.34% (n = 91,000). P34913. AID 707; in the data active means inhibition above about 80%; further: values of inactives mirror those of a sister screen read the other way; many of its hits are not listed in these tables
* = called active by the depositor; nt = no result given; [ ] = remark or other dose. A portion of the library; count on the stated rates, not on these rows.

SMILES	ERb SRC1 inh	Mac1 fbg enh	Candida biofilm	Smad3 FoxH1 inh	ERa coact pot	MT1-MMP txn act	CD11b adhes inh	sEH act	sEH inhibitor
N/C(=N\OS(=O)(=O)c1ccc2ccccc2c1)c1ccncc1	-11	0	6	-27	101	1	0	-9	9
CC(=O)Nc1ccc(S(=O)(=O)N(C)S(=O)(=O)c2ccc(F)cc2)cc1	-4	2	11	1[fluorescence artefact?]	101	1.2	4	-9	11
Cc1ccc(N2C(=O)[C@@H]3[C@H](C2=O)[C@H]2C=CC=NN2[C@@H]3C(=O)Nc2ccc(Cl)cc2)cc1	2	51	4	10	92	1.2	1	6	-5
Cc1ccc(C)c2[nH]c(=O)c(CCNC(=O)CC(C)C)cc12	-11	-4	4	8	105	1	-1	nt	nt
CCOC(=O)CSC1=NC(=O)CS1	27[fluorescence artefact?]	-1	-1	-8	88	1.1	8	-16	16
CC(=O)c1ccc(N2CCN(C(=O)c3ccc(Br)cc3)CC2)c(F)c1	-5	-2	4	9	123	1.1	-8	1	-2
CC1(C)N=C(c2ccc(Cl)cc2)C(=O)N1	-2	2	7	4	111	0.9	-17	9	-6
Cc1ccc(C(C)NC(=O)c2cc(C)oc2C)cc1 (stereo unspecified)	-1	-9	6	6	110	1.1	-11	0	4
C/C(Nc1ccc(C)cc1)=C(/C#N)C(N)=O	-1	0	0	12	104	nt	-43	8	-6
O=c1cc(N2CCc3ccccc3C2)[nH]c(=O)n1-c1ccc(Br)cc1	nt	0	nt	nt	nt	1	0	8	-9
CCC(C)NS(=O)(=O)c1ccc(NC(=O)c2c(-c3ccccc3)noc2C)cc1 (stereo unspecified)	-5	0	-1	8	87	1.1	-9	16	-19
N#CC1=C(N)Oc2n[nH]c(-c3ccc(F)cc3)c2C1c1cccc(OC(=O)N2CCOCC2)c1 (stereo unspecified)	0	5	10	-5	98	nt	-21	-12	13
Cc1ccc(C(=O)CSC2=NC(N)=C(C#N)C3(CCCCC3)C2C(N)=O)cc1 (stereo unspecified)	6	-2	6	-6	88	1.3	-5	nt	nt
NC(=O)C(c1ccccc1)C1CCCCC1 (stereo unspecified)	-5	-1	2	-2	84	1.2	-20	-1	2
Cc1cccc(C(=O)N2CCN(C(=O)c3cccc(C)c3)C(C)C2)c1 (stereo unspecified)	-9	5	-5	-18	99[fluorescence artefact?]	nt	-25	-4	5
Cc1onc(-c2c(Cl)cccc2Cl)c1C(=O)n1nnc2ccccc21	-9	4	3	14	97[fluorescence artefact?]	1.2	-24	-7	10
N#Cc1ccc(CN2CCN(C(=O)c3ccccc3)CC2)c(Cl)c1	11[fluorescence artefact?]	-6	4	-10	107	1.1	3	nt	nt
COc1ccc(-c2nn3c(-c4ccco4)nnc3s2)cc1OC	nt	-6	nt	nt	nt	1	5	2	-2
CCOC(=O)c1[nH]nc(N)c1NC(=O)c1ccc(Cl)cc1Cl	5	nt	6	1	103	1.2	nt	2	-3
COc1cccc(/C(O)=C2\C(=O)C(=O)N(c3ccccn3)C2c2cccc(OC)c2OC)c1 (stereo unspecified)	-7	-3	5	-4	93	1.1	2	-3	3
Cc1ccccc1CS(=O)(=O)c1nnc([C@H](Cc2ccccc2)NC(=O)OC(C)(C)C)o1	-11	-1	6	16	85	1	38	12	-11
O=C(NCCOc1cccc(Cl)c1Cl)c1cc(-n2cnnc2)ccc1Cl	nt	-5	nt	nt	nt	nt	-4	10	-7
CCOC(=O)N1CCN(c2nc(-c3ccco3)cc(C(F)(F)F)n2)CC1	-4	nt	9	13	85	1	nt	nt	nt
Cn1nc(CC(=O)Nc2cccnc2N2CCOCC2)c2ccccc2c1=O	-7	-2	3	4	129[fluorescence artefact?]	1.1	1	nt	nt
CCCCOc1ccc(NC(=O)C(=O)NCCC2=CCCCC2)cc1	-1	5	-3	2	106	1.1	-8	-5	7
CCc1cccc(C)c1NC(=O)C1C2CCC(O2)C1C(=O)O (stereo unspecified)	-6[fluorescence artefact?]	0	6	2	101	1	-7	0	1
CCN(CC)C(=O)N1CCC(NC(=O)c2ccc(C(C)(C)C)cc2)CC1	-3	-6	9	-10	114	1	-7	5	-4
Cc1cc(C)c2oc(-c3ccc(C)c(NC(=S)NC(=O)/C=C/c4ccco4)c3)nc2c1	nt	31	nt	nt	nt	nt	-10	-4	4
C=CCNC(=O)COC(=O)c1cc(S(=O)(=O)N2CCOCC2)ccc1N1CCCCC1	nt	-3	nt	nt	nt	nt	-4	-4	5
CCn1cc([N+](=O)[O-])c(C(=O)Nc2ccc(Cn3nc(C)cc3C)cc2)n1	nt	0	nt	nt	nt	nt	2	-15	15
CC(C)Cc1nc(N2CCCCC2)c(C#N)c2c1CCC2	4	-2	1	-6	102	1.1	1	5	-1
Cc1nc2nc(SCC(=O)NCc3ccco3)nn2c(C)c1Cc1c(F)cccc1Cl	1[fluorescence artefact?]	nt	-2	-12	96[fluorescence artefact?]	1.1	nt	nt	nt
C/C(N)=C(/C#N)C(=O)COC(=O)c1cc(C)n(-c2ccc(F)cc2)c1C	7	1	4	-11	86	1.8	12	-6	7
O=C(Nn1cnnc1)C1Cc2ccccc2CN1S(=O)(=O)c1ccc(F)cc1 (stereo unspecified)	3	nt	3	-5	179	1	nt	-2	2
Cc1cc(Nc2ccccc2)nc(-c2ccccc2O)n1	nt	0	nt	nt	nt	1.3	0	0	0
COC(=O)C(NNc1ccccc1)(NC(=O)c1ccc(F)cc1)C(F)(F)F (stereo unspecified)	nt	-5	nt	nt	nt	nt	6	10	-7
CCS(=O)(=O)N1CCN(CC2CC3C=CC2C3)CC1 (stereo unspecified)	2	0	3	-5	96	nt	-2	-2	4
Cc1ccc(NC(=O)N/C=C/c2ccco2)cc1	nt	4	nt	nt	nt	nt	-43	-14	16
CC1SC(=NC(=O)C(C)N2C(=O)c3ccccc3C2=O)NC1=O (stereo unspecified)	3	nt	3	6	106	1.2	nt	-1	4
COc1cc2[nH]c(=O)n(CCC(=O)NCCC(C)C)c(=O)c2cc1OC	0[fluorescence artefact?]	-4	nt	-1	99	1	11	11	-14
Cc1ccc(-c2noc(CCC(N)=O)n2)cc1	-13	-7	5	7	96	0.9	85	nt	nt
COc1ccc(CN(CC(=O)NCC2CCCO2)C(=O)CNS(=O)(=O)c2ccc(C)cc2)cc1 (stereo unspecified)	-3	nt	1	0	127[fluorescence artefact?]	1	nt	-7	8
CCOC(=O)N1CCN(S(=O)(=O)c2cc(OCC(=O)NC3CCCCC3)c(C)cc2Cl)CC1	-3	-1	4	5	118	1.2	0	-6	8
O=C(Nc1cc(C(F)(F)F)ccc1N1CCOCC1)c1ccc(Cl)nc1	nt	5	nt	nt	nt	nt	4	0	-2
Cc1ccc(C(=O)n2c(=S)nc3ccccn32)cc1	-1	-2	-1	-3	85	1.4	-15	4	-2
CCOC(=O)C(C)CC(C)C(=O)N1CCOCCOCCN(C(=O)C(C)CC(C)C(=O)OCC)CCOCC1 (stereo unspecified)	-16[fluorescence artefact?]	nt	5	3	97	1.1	nt	-10	13
O=C(Cn1cnc2ccccc2c1=O)Nc1nnc(SCc2ccccc2)s1	nt	7	nt	nt	nt	nt	-5	-3	4
CCc1ccc(N(C)S(=O)(=O)c2ccc3[nH]cc(C(=O)NCCN4CCOCC4)c(=O)c3c2)cc1	4	-3	46*	4	94	1.1	-14	1	-4
CC(C)(C)NS(=O)(=O)c1ccc(CCC(=O)NCc2ccco2)cc1	4	-1	7	6	92	1.1	-20	-6	8
COc1cccc(C(=O)NC2=NCCS2)c1	4	nt	9	7	120[fluorescence artefact?]	0.8	nt	-4	5
Cc1onc(-c2c(F)cccc2Cl)c1C(=O)NC1CCSC1=O (stereo unspecified)	23	-2	6	10	115	1.1	12	6	-8
O=C(Nc1cnc2ccccc2c1)c1cccnc1	-7	-7	6	-1	104	1	-1	-7	6
Cc1nn(Cc2ccc([N+](=O)[O-])cc2)c(=O)n1N(C)c1ncc(C(F)(F)F)cc1Cl	0[fluorescence artefact?]	-2	5	11	107[fluorescence artefact?]	1.1	4	2	-2
O/N=C/c1cn(-c2ccccc2)nc1-c1ccc2c(c1)OCCO2	-37	4	4	24[fluorescence artefact?]	106[fluorescence artefact?]	1.4	2	6	-7
CCc1ccccc1OCC(=O)NC1CCCC1	11	0	6	-3	104	1.3	2	-22	17
Cc1cc(C)n(-c2ccc(C(=O)Nc3sccc3C(N)=O)cc2)n1	32	0	6	-2	55	1.8	2	3	-5
Cc1oc2cc3c(C(=O)N4CCCCC4)c(C)oc3cc2c1C(=O)N1CCCCC1	1	-4	6	-2	92	1.8	12	-3	1
CCOC(=O)CN1C(=O)C2Cc3ccccc3CN2C1=S (stereo unspecified)	nt	-1	nt	nt	nt	nt	-2	9	-11
CCS(=O)(=O)N1CCN(C2Cc3ccccc3C2)CC1	nt	-2	nt	nt	nt	nt	-2	0	0
CC1(C)Cc2c(cnn2-c2ccccc2)C(=O)/C1=N\NC(=O)c1ccccc1	-18	-7	5	-18	93[fluorescence artefact?]	1.3	3	-26	25
Further results follow:
SMILES	ERb SRC1 inh	Mac1 fbg enh	Candida biofilm	Smad3 FoxH1 inh	ERa coact pot	MT1-MMP txn act	CD11b adhes inh	sEH act	sEH inhibitor
COc1ccc2nc(N3CCCC3)c(C#N)cc2c1	8	-2	9	5[fluorescence artefact?]	103	1.3	-19	-12	12
Cc1ccc(SCCNC(=O)c2ccccc2C)cc1	0	-4	0	-6	101	0.9	6	-12	13
CCOC(=O)COc1ccc(Oc2nc(C)cc(OC)n2)nn1	0	nt	6	6	133	1.4	nt	15	-17
O=C(Nc1ccccc1)OCc1cn(-c2ccc(Cl)cc2)nn1	nt	-4	nt	nt	nt	nt	-15	-5	6
CN1CCN(S(=O)(=O)c2ccc3c(c2)OCCO3)CC1	-6	2	5	-4	93	1.1	-4	4	-2
COc1ccc(C(=O)Nc2cccc(OC)c2)cc1	-5	0	3	-1	91	1	6	-18	16
O=C(O)COc1ccc(-c2nnn(Cc3ccccc3F)n2)cc1	1	-1	9	21[fluorescence artefact?]	128	0.9	20	-1	5
CCOc1ccc(S(=O)(=O)NCCC(=O)OC(C)C(=O)N2CCc3ccccc32)cc1 (stereo unspecified)	8	-4	3	-2	118	1.1	48	nt	nt
COc1ccc(N2CCN(C3CC(=O)NC3=O)CC2)cc1 (stereo unspecified)	3	3	6	-4	112	1.1	-2	10	-10
CC1=C(C(=O)OC2CCCC2)C(c2ccc(C)o2)C2=C(CC(c3cccs3)CC2=O)N1 (stereo unspecified)	0	0	nt	-3	85[fluorescence artefact?]	1.3	36	-22	23
Cc1ccc2[nH]c(=O)c(CN(Cc3ccccc3Cl)C(=O)N3CCOCC3)cc2c1	3	0	-3	1	88	1.2	-16	13	-14
CC1CN(C(=O)c2cnn3c(C(F)F)cc(-c4ccccc4)nc23)CC(C)O1 (stereo unspecified)	-6	7	3	-1	106	1.3	-29	1	1
COc1ccc(OC)c(-c2cc(C(=O)Nc3c(C)nn(Cc4ccccc4Cl)c3C)no2)c1	-3	-1	9	2	114	1	12	10	-9

Compound profiles, as listed above. Screens in order: ERb SRC1 inh	Mac1 fbg enh	Candida biofilm	Smad3 FoxH1 inh	ERa coact pot	MT1-MMP txn act	CD11b adhes inh	sEH act	sEH inhibitor
Listed for CCOc1ccc(S(=O)(=O)NCCC(=O)OC(C)C(=O)N2CCc3ccccc32)cc1 (stereo unspecified) : 8	-4	3	-2	118	1.1	48	nt	nt
Listed for COc1ccc(C(=O)Nc2cccc(OC)c2)cc1 : -5	0	3	-1	91	1	6	-18	16
Listed for COc1ccc(OC)c(-c2cc(C(=O)Nc3c(C)nn(Cc4ccccc4Cl)c3C)no2)c1 : -3	-1	9	2	114	1	12	10	-9
Listed for CC1CN(C(=O)c2cnn3c(C(F)F)cc(-c4ccccc4)nc23)CC(C)O1 (stereo unspecified) : -6	7	3	-1	106	1.3	-29	1	1

High-throughput results as filed in PubChem.
